m5-HT2A agonist = activates the mouse 5-HT2A serotonin receptor; P35363; 360,000 compounds, 0.66% hits; activation, % at 7.6 µM; CHO-K1 mHTR2A beta-arrestin complementation, luminescence; percent of 30 µM serotonin response; AID 624169;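 active = activation above a run cutoff, the mean activation of all tested compounds plus 3 SD, cut at about 14% in these data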;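 also: 0% = plate median of compound wells and 100% = 30 µM serotonin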
H9c2 protect = myocardial damage modulation in H9c2 cells | H9c2 cardiomyocytes, H2O2 injury protection, ATPLite, 2 h | protection from H2O2 cell death, % at 20 µM | 360,000 compounds, 0.63% hits | AID 588492;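 active = compounds giving at least 50% protection of heart cells from peroxide-induced death in the single-dose screen, raw or plate-pattern-corrected value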;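 also: 0% = DMSO wells with peroxide and 100% = DMSO wells without peroxide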
ABCB6 inh 2 = human ABCB6 transporter inhibition. K562-ABCB6 porphyrin accumulation, flow cytometry, 1 h; active compounds read low. 360,000 compounds, 0.19% hits. fluorescence ratio to DMSO, % at 10 µM. Q9NP58. AID 602162;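 active = fluorescence ratio to DMSO below 75%, the collection mean minus 3 SD; inconclusive = too few cells collected in the well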;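 also: signal is porphyrin accumulated inside mitochondria; 100% equals median channel fluorescence of DMSO control wells; lower ratio means ABCB6 inhibition with less porphyrin fluorescence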
Exocytosis inh = blocks lytic granule exocytosis; inhibition, % at 10 µM; 360,000 compounds, 0.66% hits; TALL-104 LAMP-1 surface exposure, flow cytometry; cells stimulated with thapsigargin and PMA;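 active = inhibition above about 55%, limit read from the data; inconclusive = no clear call, values can overlap the other calls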
N-glyco inh = blocks N-linked glycosylation in D54 reporter cells; D54 ERlucT glycosylation luciferase reporter, 24 h; percent of 100 nM tunicamycin response; reporter increase, % at 12.5 µM; 360,000 compounds, 0.23% hits;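 active = mean luciferase reporter signal, scaled so untreated is 0 and the glycosylation-blocking control 100, at or above a set limit in every replicate; inconclusive = mean reaches the limit but not every replicate does; inactive = mean below the limit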;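 also: luciferase carries N-glycosylation sites so blocking glycosylation raises the light; 0% = median of neutral control wells and 100% = median of 100 nM tunicamycin wells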
MC4R antagonist = human MC4R antagonism in cAMP assay. P32245. MC4R-expressing cells, MTII-stimulated cAMP, LANCE TR-FRET. inhibition, % at 6.5 µM. 360,000 compounds, 0.48% hits;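 active = inhibition above its plate's cutoff, the mean of tested wells on that plate plus 3 SD, cut at about 29% in these data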;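 also: 0% = Melanotan II alone and 100% = Melanotan II plus saturating MCL0020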
Target sequence (P32245 whole entry, looked up): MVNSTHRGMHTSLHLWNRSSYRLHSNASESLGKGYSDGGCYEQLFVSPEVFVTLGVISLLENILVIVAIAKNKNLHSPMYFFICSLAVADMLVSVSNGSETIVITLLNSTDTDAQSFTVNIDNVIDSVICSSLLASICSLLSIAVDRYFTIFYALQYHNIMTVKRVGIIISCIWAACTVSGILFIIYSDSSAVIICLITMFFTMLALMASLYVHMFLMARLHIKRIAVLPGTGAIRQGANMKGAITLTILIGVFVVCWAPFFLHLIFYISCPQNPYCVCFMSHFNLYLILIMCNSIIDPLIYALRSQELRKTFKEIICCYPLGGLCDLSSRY
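Assay system: human MC4R-expressing U2OS cells; reagent: Melanotan II stimulation of cells; dosing: 6.5 µM single dose; timing: compound 30 min, challenge 1 h, detection 1 h; signal: TR-FRET cAMP assay; replicates: one well per compound, no replicates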
MC4R barr agon = human MC4R agonism via beta-arrestin; P32245; U2OS MC4R beta-arrestin complementation, luminescence; percent of melanotan II response, DMSO zero; activation, % at 8.9 µM; 360,000 compounds, 0.98% hits; AID 540308;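 active = activation above a per-plate cutoff, the mean activation of sample wells on that plate plus 3 SD, cut at about 8% in these data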
ABHD5 PLIN5 PPI = blocks binding of human ABHD5 to perilipin-5. Split G. princeps luciferase complementation, luminescence, 4 h. inhibition, % at 4 µM. Q00G26+Q8WTS1. 360,000 compounds, 0.78% hits;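 active = inhibition above the mean inhibition across every tested compound plus 3 SD, cut at about 22% in these data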;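 also: 0% = DMSO only wells and the 100% control is not disclosed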
CaV13 ICDI inh = Disruptors of the CACNA1D IQ motif to Ca2+-dependent inactivation inhibitor domain association, primary screening, Förster resonance energy transfer in intact living … | HEK cells, CFP/YFP FRET ICDI-IQ, plate reader, 10 min; percent FRET-ratio fall versus neutral wells | inhibition, % at 12.3 µM | 340,000 compounds, 0.098% hits | AID 743397;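 active = mean replicate inhibition of at least 30% and at least 1% of replicates passing that level; inconclusive = only one of the two criteria is met; inactive = neither criterion is met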;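 also: 0% = median of the neutral control wells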
PDI turbidity = inhibitors of human protein disulfide isomerase | 350,000 compounds, 0.052% hits | PDI insulin aggregation turbidity, A650, 90 min | AID 588391 | inhibition, % at 10 µM;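 active = mean inhibition across replicates of 30% or more, whatever share of single replicates reach that level; inconclusive = mean inhibition below 30% while every single replicate reaches 30%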;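 also: absorbance from insulin aggregation driven by PDI reduction with DTT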
Target sequence (P07237 whole entry, looked up): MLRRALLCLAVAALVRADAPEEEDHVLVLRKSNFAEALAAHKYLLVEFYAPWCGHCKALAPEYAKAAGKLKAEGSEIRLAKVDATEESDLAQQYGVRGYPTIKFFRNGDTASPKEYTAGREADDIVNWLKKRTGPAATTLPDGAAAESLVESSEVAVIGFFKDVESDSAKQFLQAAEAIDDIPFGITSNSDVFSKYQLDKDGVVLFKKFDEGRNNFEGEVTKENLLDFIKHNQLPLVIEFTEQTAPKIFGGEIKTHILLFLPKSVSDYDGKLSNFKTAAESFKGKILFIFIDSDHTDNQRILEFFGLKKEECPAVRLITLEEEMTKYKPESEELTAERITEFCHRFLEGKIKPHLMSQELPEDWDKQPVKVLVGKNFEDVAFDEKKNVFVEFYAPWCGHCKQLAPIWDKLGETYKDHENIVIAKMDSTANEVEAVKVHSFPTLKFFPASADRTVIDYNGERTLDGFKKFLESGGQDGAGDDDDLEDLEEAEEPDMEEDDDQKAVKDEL
* hit, by the source's call; ? = inconclusive; / = not tested or not shown.

#	mol	m5-HT2A agonist	H9c2 protect	ABCB6 inh 2	Exocytosis inh	N-glyco inh	MC4R antagonist	MC4R barr agon	ABHD5 PLIN5 PPI	CaV13 ICDI inh	PDI turbidity
1	O=C1c2ccccc2C(=O)N1CCCCSc1nnc2ccccn12	8	-9	98	-2	1	2	0.2	3	/	8
2	Cc1cc(C2=NNC(=NC3CC3)SC2)c(C)n1-c1ccccc1F	-3	-28	103	4	-20	-1	-1.0	-14	1	5
3	CS(=O)(=O)c1ccc2nc(NC3(C(F)(F)F)N=C4SCCN4C3=O)sc2c1 (centres undefined)	-4	3	94	0	2	-5	-1.4	-11	-5	8
4	CC(Sc1nnnn1C)C(=O)Nc1ncc(Cl)cc1Cl (centres undefined)	7	17	97	-2	2	4	-1.0	3	-6	-3
5	Cc1nn(Cc2ccc(F)cc2)c(Cl)c1/C=N/NC(=O)c1cccnc1	0	2	91	-2	2	0	-2.9	-1	-4	?
6	O=[N+]([O-])c1ccc2[nH]c(O)c(N=Nc3ccc(F)cc3)c2c1	5	-8	100	8	6	12	0.0	0	-20	-17
7	CCc1ccc(C(=O)NNC(=O)[C@H](C)NC(=O)c2ccco2)cc1	-4	4	100	-5	-1	22	-0.7	-3	-5	7
8	O=C(CCN1CCOCC1)c1ccc(N2CCCCC2)cc1	1	-4	100	38	-1	8	-2.0	21	-7	1
9	CCN1CCN(C(=O)NC2CCCCC2)CC1	6	-4	103	-1	2	0	-1.1	2	-21	3
10	CCOC(=O)C1C(c2ccc(O)c(OC)c2)NC(=O)NC1(O)C(F)(F)F (centres undefined)	2	5	98	-17	3	9	-0.1	9	-4	3
11	COc1cccc(/C=N/NC(=O)c2nnn(-c3nonc3N)c2CN(C)c2ccccc2)c1	-6	-2	100	17	2	1	-0.8	-1	-7	-1
12	Cc1ccc(C(=O)Nc2cccc(NC(=O)c3ccc(C)o3)n2)o1	-5	3	95	-3	1	0	-0.9	5	-20	-1
13	CCOc1ccc(OCCC(=O)N2CCc3cc(OC)c(OC)cc3C2)cc1	9	2	96	-9	4	3	-1.0	5	-2	8
14	NC(=O)COc1ccc(Cc2ncc(C(F)(F)F)cc2Cl)cc1	8	-2	87	4	-1	-10	-2.8	0	-2	-9
15	O=C(NCc1ccc2c(c1)OCO2)C1CC(c2cccc(Br)c2)=NO1 (centres undefined)	0	-7	98	4	0	-2	-0.4	-3	-4	6
16	O=C(OC(C(=O)NCc1ccc(F)cc1)c1ccccc1)c1ccco1 (centres undefined)	-2	7	96	-22	3	0	0.4	0	-5	3
17	Cc1nc(NC(=O)c2cccc(Cl)c2)sc1C(=O)N1CCCCC1	0	-1	104	10	8	9	-1.9	2	-4	-1
18	CCOC(=O)c1c(C)cc(C)n2c1nc1ccccc12	-1	0	89	-3	2	-1	-1.6	-3	/	21
19	Cc1cc(C)n(-c2nc3nonc3nc2-n2nc(C)cc2C)n1	1	6	103	5	0	12	-0.8	-2	-1	6
20	CCCCCN1CN(S(=O)(=O)c2cccs2)c2nc3ccccc3nc21	-3	-7	97	-8	-2	0	1.3	-8	-3	-7
21	COc1ccc(-c2cc(=O)oc(-c3cccc(C)c3)n2)cc1	5	-8	96	2	2	3	-2.9	3	-4	6
22	COc1cc(-c2nc(N)n[nH]2)cc(OC)c1OC	0	-1	100	-2	3	-5	1.2	1	-6	-5
23	CC(C)CN(C(=O)CN1CCN(c2ccc(O)cc2)CC1)c1c(N)n(CC(C)C)c(=O)[nH]c1=O	4	0	99	0	1	3	-3.3	6	-19	0
24	O=C(NNC(=O)c1cccc2ccccc12)c1ccc(Cl)cc1	5	-5	88	-2	-1	-4	-0.2	1	-10	12
25	O=C(COC(=O)c1ccc(CN2CCCC2=O)cc1)Nc1ccc(F)cc1	-3	-1	97	4	2	5	1.6	-5	-5	9
26	CNc1nc(SCC(=O)OC)nc(N2CCOCC2)n1	-3	-1	98	-1	1	-5	-1.0	2	-4	0
27	CCOC(=O)c1oc2c(CN3CCN(C)CC3)c(O)ccc2c(=O)c1-c1ccccc1OC	8	1	102	-1	2	8	0.6	-5	-6	-7
28	COc1ccc2nc(SCCOC(=O)Nc3ccc(Cl)cc3)nc(C)c2c1	-2	-5	95	-1	2	-3	1.3	-12	-5	1
29	OCCC#Cc1ccc(N2C(c3ccsc3)=Cc3ccc(F)cc3C2c2c[nH]c3ccccc23)cc1 (centres undefined)	-1	/	111	10	/	/	/	0	5	/
30	O=C(O)c1cc([N+](=O)[O-])ccc1NCc1ccccc1Cl	1	1	100	0	4	-1	-1.4	3	-2	7
31	CS(=O)c1ccccc1COC(=O)Nc1ccc(Cl)cc1 (centres undefined)	0	-5	88	-5	5	2	-1.8	-2	/	-3
32	Cc1ccc(Sc2c(C#N)c(-c3ccccc3)nn2C)cc1	-9	-15	97	0	-2	-2	0.2	-1	/	0
33	Cc1ccc(S(=O)(=O)N2CCN(C(=O)N3CCCC3)CC2)cc1	8	1	103	-22	0	-8	1.4	1	-2	-10
34	Cc1[nH]n(C)c(=O)c1C(=O)c1c(-c2ccccc2Cl)noc1C	2	10	95	-4	3	5	0.9	-5	-3	5
35	Cn1ccnc1SCc1cccc([N+](=O)[O-])c1	2	3	99	0	0	-4	-1.6	-2	-2	-3
36	C=CCSc1nc2c(c(=O)[nH]c(=O)n2C)n1CC	0	5	99	-1	3	-7	-1.0	-6	/	-9
37	CCc1ccc(-c2cc(C)no2)cc1S(=O)(=O)NC(C)Cc1ccco1 (centres undefined)	4	2	103	2	-2	2	-0.3	3	-3	-2
38	C[C@@H]1CN([C@H](C)CO)C(=O)CCCn2nncc2CO[C@@H]1CN(C)S(=O)(=O)c1cccs1	-1	5	93	5	1	10	0.3	1	-7	6
39	Cc1cc(C)nc(NC(=O)c2ccc(COc3ccccc3Cl)cc2)c1	-7	-1	81	1	-2	1	-2.8	-10	-99	13
40	C=CCOc1ccc(S(C)(=O)=O)cc1	6	5	93	10	3	2	0.7	3	-4	0
41	Cc1cccc(C2=NOC(=O)/C2=C\c2ccccc2F)c1	0	7	93	1	2	-6	-2.3	11	-6	-34
42	Cc1onc(-c2ccccc2Cl)c1C(=O)NCC1CCCO1 (centres undefined)	4	5	74*	0	1	2	-0.5	-4	/	2
43	O=C(Cn1cnc2ccccc21)NC(c1ccccc1)c1ccccc1	2	-2	99	-2	0	4	-0.4	-2	-9	10
44	COc1ccc(NC(=O)CCOc2ccccc2C)cc1S(=O)(=O)N1CCCCC1	-5	-6	98	3	-3	4	1.3	-2	-2	4
45	O=C1CC(c2ccco2)CC(O)=C1C=Nc1cc(Cl)cc(Cl)c1 (centres undefined)	2	20	95	-4	0	-3	3.7	5	-4	-6
46	Cc1cccc(-c2nc(CS(=O)CC(=O)NCC3CCCO3)c(C)o2)c1 (centres undefined)	-3	-1	98	4	1	17	-1.7	-3	-6	/
47	Cc1ccc(S(=O)(=O)Oc2ccc(/C=C(/NC(=O)c3ccccc3)C(=O)NCCC(=O)O)cc2)cc1	5	-8	99	-2	1	1	-2.8	0	-4	-5
48	CCCCCn1nc(C(=O)N(CC)c2c(N)n(CCCC)c(=O)[nH]c2=O)c2ccccc2c1=O	7	6	98	-2	1	6	-2.2	2	-3	-11
49	CCOC(=O)N1CN(C(=O)OCC)CN(C(=O)OCC)C1	4	-5	95	2	-1	16	-1.0	4	-20	4
50	COc1ccccc1CNS(=O)(=O)c1csc(C(N)=O)c1	7	-2	98	-1	1	2	-2.0	8	-2	-9

Next entries follow:
#	mol	m5-HT2A agonist	H9c2 protect	ABCB6 inh 2	Exocytosis inh	N-glyco inh	MC4R antagonist	MC4R barr agon	ABHD5 PLIN5 PPI	CaV13 ICDI inh	PDI turbidity
51	COc1cc2cc(C(c3nnnn3C3CCCC3)N3CCc4ccccc43)c(=O)[nH]c2cc1OC (centres undefined)	-6	-3	107	1	1	3	0.0	-10	-10	0
52	Cc1ccc(NCc2nnc(SCC(=O)NCCc3ccccc3)n2C)cc1	-5	-4	101	-4	1	9	2.0	-7	-6	2
53	Cc1cccc(-n2ncc3c(NCCc4ccc(S(N)(=O)=O)cc4)ncnc32)c1	-10	1	90	-4	-3	20	1.7	-4	-7	12
54	Cc1cc(C)c(S(C)(=O)=O)c(Oc2ccc(F)cc2)n1	2	-5	96	-1	3	6	-1.0	0	/	1
55	Cc1nc2ccc(NC(=O)Cc3cccc(F)c3)cc2s1	1	-4	101	-1	-1	10	1.5	-4	-3	0
56	COC(=O)C1=CNC=C(C(=O)OC)C1c1ccc(Cl)cc1	2	6	93	-2	1	7	-1.0	-5	-5	-1
57	O=C(Nc1ccnn1C1CCN(CC2CC=CCC2)CC1)c1ccccc1 (centres undefined)	-3	4	99	-2	-4	0	-1.6	5	-2	-6
58	O=C(Nc1cccnc1)c1cc(-c2ccc(Cl)c(Cl)c2)on1	0	-6	101	4	2	4	0.0	5	-2	-1
59	CC1(C(=O)NS(=O)(=O)c2ccc(F)cc2F)CCN1C(=O)CC1CC1 (centres undefined)	-4	5	97	-3	3	5	-2.1	4	-4	14
60	CCCn1c(C)cc(=O)c2cc(NC(=O)c3cnccn3)ccc21	0	14	92	0	-1	-4	-3.2	-3	0	0

Screening results from PubChem.
